KCC2 mod: modulators of human KCC2 chloride dependent transport; KCC2 cells, thallium flux FluoZin-2 fluorescence; Q9H2X9; hit rate 2.2% among 190,000; B-score of Tl+ flux slope (higher = more flux/activation; lower = inhibition) at 10 µM;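 active = thallium flux slope and its plate-corrected score both differing from the plate sample mean at a set confidence after two filtering rounds, in either direction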;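 note: slope of fluorescence scaled to starting intensity during 10 to 20 s after thallium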
Furin inh: human furin inhibition | purified furin, fluorogenic substrate cleavage | inhibition, % at 30 µM | hit rate 0.061% among 220,000 | AID 463115; in the data active = inhibition above about 25%; note: inactives centre near -15
Thrombin inh: inhibitors of human thrombin; alpha-thrombin, Boc-VPR-AMC fluorogenic substrate cleavage; inhibition, % at 5 µM; hit rate 0.26% among 220,000;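 active = inhibition at or above 40%; inactive = inhibition below 40%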;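 note: 0% = enzyme with no compound and 100% = wells without enzyme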
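Test system: human alpha-thrombin; medium: pH 7.5 Tris-saline with Tween 20; times: reaction at room temperature; signal: AMC fluorescence at 355 nm excitation and 460 nm emission; also added: Boc-VPR-AMC substrate, 15 µM final; dosing: one concentration per compound, 5 µM, with 0.2% DMSO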
Rad51 HR inh: Rad51 (human) homologous recombination inhibition; Q06609; hRad51 DNA strand exchange, fluorescence dequenching; inhibition, % at 10 µM; hit rate 0.085% among 200,000; AID 1385;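 active = inhibition above 40% at the single screening dose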;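 note: 0% = DMSO control wells and 100% = blanks with heterologous ssDNA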
Target sequence (Q06609 whole entry, looked up): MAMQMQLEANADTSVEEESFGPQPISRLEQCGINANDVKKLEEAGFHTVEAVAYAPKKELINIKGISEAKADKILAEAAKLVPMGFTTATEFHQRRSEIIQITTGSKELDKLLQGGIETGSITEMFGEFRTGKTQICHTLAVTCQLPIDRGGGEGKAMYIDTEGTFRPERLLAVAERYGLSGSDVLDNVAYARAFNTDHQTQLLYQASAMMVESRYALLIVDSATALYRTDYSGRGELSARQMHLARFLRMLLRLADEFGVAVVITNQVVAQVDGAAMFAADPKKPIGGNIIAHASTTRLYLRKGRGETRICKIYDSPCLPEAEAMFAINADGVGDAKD
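Material: human Rad51–ssDNA filaments; Probe or stimulus: labelled 47-mer dsDNA for strand exchange; Doses: single 10 µM dose; Incubation: 37 °C 15-min filament assembly, 30-min compound preincubation, 15-min exchange; Technique: FRET fluorescence dequenching, excitation 485 nm, emission 520 nm; Measure: Fluorescence-based percent inhibition, control- and blank-normalised; Benchmarks: plate control and blank wells.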
EBV gp42 block: inhibitors of Epstein-Barr virus glycoprotein 42 | Q1HVG2 | Fluorescence polarization binding assay, mP read-out | inhibition, % (tested at 21.74 µM) | hit rate 0.42% among 220,000; in the data active = inhibition above about 50%
Target sequence (Q1HVG2 whole entry, looked up): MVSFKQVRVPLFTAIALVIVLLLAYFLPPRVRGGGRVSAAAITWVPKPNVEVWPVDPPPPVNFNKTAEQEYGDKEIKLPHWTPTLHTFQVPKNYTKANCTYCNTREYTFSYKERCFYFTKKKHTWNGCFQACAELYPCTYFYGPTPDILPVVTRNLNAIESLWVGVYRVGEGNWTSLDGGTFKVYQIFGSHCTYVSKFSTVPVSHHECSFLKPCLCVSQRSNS
14-3-3 Bad PPI: disrupts binding of bovine 14-3-3 zeta to phospho-Bad peptide; TR-FRET 14-3-3zeta/Dy647-pBad peptide displacement, 1 h; AID 781; inhibition, % at 21.7 µM; hit rate 0.71% among 220,000;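 active = inhibition above about 70%, limit read from the data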;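 note: 0% = full 14-3-3 plus peptide FRET controls and 100% = background without 14-3-3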
Target sequence (P63103 whole entry, looked up): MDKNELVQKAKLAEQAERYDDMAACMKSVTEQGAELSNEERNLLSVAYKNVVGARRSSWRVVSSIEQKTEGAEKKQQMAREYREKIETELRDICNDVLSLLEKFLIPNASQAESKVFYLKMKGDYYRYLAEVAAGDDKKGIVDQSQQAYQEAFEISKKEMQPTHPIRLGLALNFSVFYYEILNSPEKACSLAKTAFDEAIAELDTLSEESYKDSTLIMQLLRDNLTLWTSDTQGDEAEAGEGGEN
KLK5 inh: blocks human kallikrein 5 protease activity | hit rate 0.59% among 210,000 | recombinant hK5, fluorogenic AMC substrate cleavage | inhibition, % at 5 µM | Q9Y337;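 active = inhibition of 40% or more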;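 note: 0% = enzyme controls without compound and 100% = no-enzyme blanks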
Target sequence (Q9Y337 67-293 limits assumed): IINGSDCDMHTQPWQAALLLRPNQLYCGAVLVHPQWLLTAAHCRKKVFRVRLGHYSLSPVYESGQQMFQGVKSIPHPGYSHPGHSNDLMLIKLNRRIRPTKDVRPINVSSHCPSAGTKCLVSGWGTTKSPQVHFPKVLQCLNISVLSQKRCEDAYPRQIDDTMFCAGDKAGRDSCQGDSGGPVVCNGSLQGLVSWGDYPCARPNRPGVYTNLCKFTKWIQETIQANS
eIF4E-4G inh: blocks eIF4E binding to eIF4G. P63073+Q04637. TR-FRET eIF4E-eIF4GI(517-606) binding, 2 h. inhibition, % at 21.7 µM. hit rate 0.37% among 220,000. AID 782;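 note: 0% = full FRET control wells and 100% = background wells lacking eIF4GI fragment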
p47phox inh: inhibitors of human p47phox binding; inhibition, % at 24.7 µM; p47phox/p22phox peptide binding, fluorescence polarization, 2 h; hit rate 0.53% among 220,000; P14598; AID 1274;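 note: 0% = p47phox with labelled peptide and 100% = labelled peptide alone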
Active calls of the source: *; nt = not tested or not shown; [ ] = remark or other dose.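 Rule for the calls, unless noted: active = inhibition above about 30% (limit read from the data); inactive = the rest.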

SMILES	KCC2 mod	Furin inh	Thrombin inh	Rad51 HR inh	EBV gp42 block	14-3-3 Bad PPI	KLK5 inh	eIF4E-4G inh	p47phox inh
Cc1ccc(C(=O)N/C(=C\c2ccc(Cl)cc2)C(=O)NCC2CCCO2)cc1 (stereo unspecified)	-0.086	-27	0	1	-17	-1	-9	2[fluorescence artefact?]	-9
Cc1ccc(C(=O)OCC(=O)Nc2ccccc2N2CCOCC2)cc1	0.73	-18[20 µM]	1	6	-2	-7[fluorescence artefact?]	-13	3	-18
COc1cc(C(=O)Nc2ccc(OCC(=O)O)cc2)cc(OC)c1OC	1.6	-7	-5	-1	0	-10	-21	-4	2
Cc1cc(C)c(S(=O)(=O)c2ccccc2C(=O)O)c(C)c1	-0.047	-7[20 µM]	5	0	-4	27	-11	1	-10
CC(C)CNC(=O)CSc1nnc(-c2ccc(Cl)cc2)n1N	-1.1	-3	0	8	-4	0	-6	1	0
COC(=O)C1=C(C)Nc2c(c(=O)n(C)c(=O)n2C)C1c1cccc(O)c1 (stereo unspecified)	0.088	-11	-2	12	-4	1	1	-1	-4
COc1ccc(N2C(=O)NC3CC2(C)Oc2ccccc23)cc1 (stereo unspecified)	-0.16	-24	-6	4	-7	-15	1	-1	-8
Nc1nc(-c2ccccc2)cn1N	-0.065	10[20 µM]	3	-9	-21	-1	-10	1	2
CC(C)(S)[C@@H](N)C(=O)O	0.21	-7	nt	1	-6	-19	-9	-1	-13
COC(=O)c1ccc2c(c1)C(C)(C)C(/C=C/c1ccccc1O)=[N+]2C	-1.3	7[20 µM]	-1	-3	-111	28[fluorescence artefact?]	-9	14	-256
Cc1noc(C)c1CSCc1ccc(Cl)cc1	-2.5	-23	-5	28	-6	-15	nt	1	-10
CC(C)c1ccc(C(N)=S)cc1	0.00049	-25	-16	2	3	-6	-8	-4	-3
COc1ccc(CNC(=O)COC(=O)/C=C/c2ccc(S(=O)(=O)N3CCOCC3)cc2)cc1	0.51	-24	-5	nt	-6	-3	nt	1	2
CNC(=O)CSc1nnc(-c2ccccc2F)n1CCc1ccccc1	-0.28	-21	0	-9	-8	5	1	-1	-2
CN1C(=O)NC2(O)C(=O)c3ccccc3C12O (stereo unspecified)	0.29	-21[20 µM]	-3	2	0	5[fluorescence artefact?]	-5	-7	-1
CCOc1ccc2[nH]c(=O)c(CN(Cc3ccco3)Cc3nnnn3Cc3ccccc3)cc2c1	nt	-18	0	10	-15	9	-13	-4	-19
CCCn1c(SCC(=O)Nc2nc(C)cs2)nnc1-c1cccnc1	-0.8	-1[20 µM]	-1	-1	-11	-1	6	-2	-10
O=c1cc(CSc2nnnn2-c2ccccc2)nc2nc[nH]n12	0.6	-10[20 µM]	11	-4	0	7	-24	7	3
CCN1CCN(C(=O)C(C)N(c2ccc(C)cc2)S(C)(=O)=O)CC1 (stereo unspecified)	0.034	-16[20 µM]	-1	-4	-2	-2	-1	-1	7
COc1ccc(CCN2C(=O)C3C4CC(C5C(C(=O)O)=NOC45)C3C2=O)cc1OC (stereo unspecified)	0.48	-13[20 µM]	-6	-6	0	-2[fluorescence artefact?]	-15	-4[fluorescence artefact?]	3
CCc1nnc(NC(=O)c2ccc3ccccc3n2)s1	6.4*	7	-1	-1	-13	-11	0	1	-35
N#Cc1ccsc1NC(=O)COC(=O)c1cc(Br)ccc1O	nt	-18	-2	-2	-21	-10	-1	-8	-63
COc1ccc(Cl)c(Cn2c(NCCCO)nc3c2c(=O)n(C)c(=O)n3C)c1	nt	-15	5	0	-21	-11	-20	1	-12
CCS(=O)(=O)Nc1cccc(-c2ccc3nnc(C)n3n2)c1	0.39	-28	1	0	-13	-3	1	0	-7
CCCCC#Cc1ccc(C(=O)NNC(=O)Nc2ccccc2)o1	-0.94	-11	-5	nt	-7	-12	-5	2	-9

Part of the list above, with values under each structure:
Below each SMILES: KCC2 mod	Furin inh	Thrombin inh	Rad51 HR inh	EBV gp42 block	14-3-3 Bad PPI	KLK5 inh	eIF4E-4G inh	p47phox inh
> O=c1cc(CSc2nnnn2-c2ccccc2)nc2nc[nH]n12
    0.6	-10[20 µM]	11	-4	0	7	-24	7	3
> CCN1CCN(C(=O)C(C)N(c2ccc(C)cc2)S(C)(=O)=O)CC1 (stereo unspecified)
    0.034	-16[20 µM]	-1	-4	-2	-2	-1	-1	7
> COc1ccc(CCN2C(=O)C3C4CC(C5C(C(=O)O)=NOC45)C3C2=O)cc1OC (stereo unspecified)
    0.48	-13[20 µM]	-6	-6	0	-2[fluorescence artefact?]	-15	-4[fluorescence artefact?]	3
> CCc1nnc(NC(=O)c2ccc3ccccc3n2)s1
    6.4*	7	-1	-1	-13	-11	0	1	-35

More results follow.
SMILES	KCC2 mod	Furin inh	Thrombin inh	Rad51 HR inh	EBV gp42 block	14-3-3 Bad PPI	KLK5 inh	eIF4E-4G inh	p47phox inh
CCNc1nc(NCC)nc(N/N=C/c2ccc(N(C)C)cc2)n1	nt	-9	-5	5	-18	-8	-8	4	-2
Fc1ccc(-c2cc3nc(-c4ccccc4)cc(N4CCOCC4)n3n2)cc1	0.88	-18[20 µM]	-1	2	-4	0[fluorescence artefact?]	-2	-3	5
Cc1cc(C)cc(NC(=O)CCc2nc3ccccc3[nH]2)c1	nt	-19[20 µM]	-3	-2	-7	0	-22	1	-17
CN(Cc1nccn1C)C(=O)CC1C(=O)NCCN1Cc1ccccc1C(F)(F)F (stereo unspecified)	nt	-12	3	6	-3	-1	nt	-3	-11
CCS(=O)(=O)Nc1c(C)n(C)n(-c2ccccc2)c1=O	0.28	-14[20 µM]	4	nt	-24	-14	-19	2	-19
Cc1ccc(N(CC(=O)Nc2ccc(S(=O)(=O)N3CCOCC3)cc2)S(C)(=O)=O)cc1C	nt	-10	2	6	-2	-6	-27	7	-31
CCOC(=O)c1[nH]c(C)c(C(=O)NC2CCCCCC2)c1C	0.54	8[20 µM]	-6	2	-13	7	8	2	-8
CCOC(=O)CSc1nnc(CSc2nc3ccccc3c(=O)[nH]2)n1-c1ccccc1	nt	-15[20 µM]	-3	25	-19	0[fluorescence artefact?]	2	0[fluorescence artefact?]	-3
Cc1[nH]n(-c2ccc([N+](=O)[O-])cc2)c(=O)c1C=NCCN1CCN(C(=O)c2cccc(F)c2)CC1	-0.71	-15[20 µM]	5	-7	-20	-8	-5	3	-11
CCc1ccc2nc(-c3cccc(C)c3)nc(SCC(=O)NCC3CCCO3)c2c1 (stereo unspecified)	0.28	3[20 µM]	-3	-5	-8	3	-1	-12	-8
O=C(NCc1cn2ccsc2n1)c1cccc(C(F)(F)F)c1	0.45	-26	2	-11	-5	3	-1	0	-24
C#CCOCCOCCOCCNc1nc(N2CCN(C(=O)Cn3cc(CC(C)O)nn3)CC2)nc(N2CCN(C(=O)[C@H](CCCCN)n3cc(CCC(=O)O)nn3)CC2)n1 (stereo partly specified)	0.99	-17	-2	11	0	72*	-8	4	-6
C=CCOc1ccc(Br)cc1CNCCO	-0.096	-18	-4	-22	-17	-3	nt	2	-1
CCOc1ccc(CCNC(=O)CSc2cc(=O)n(C)c3ccc(Cl)cc23)cc1OCC	-0.41	-9	0	-4	-8	2	-4	-2	-22
COCCNC(=O)/C(C#N)=C/c1ccc(OCc2ccccc2)cc1	-0.6	-11	13	-7	-13	1	0	3	-9
CCNc1ccc(Br)cc(C(=O)/C=C/c2ccc(Cl)cc2Cl)c1=O	0.69	-21[20 µM]	0	-29	9	61[fluorescence artefact?]	-46	9	-10
Cc1ccc(OCC(=O)Nc2ccccc2F)cc1C	-0.14	-16	-14	-3	-2	1	0	-3	-4
CN(c1ccccc1)S(=O)(=O)c1ccc(NC(=S)Nc2ccccc2)cc1	-0.81	-20	-5	-16	14	3	7	2	-10
O=C(NCCN1CCOCC1)C1CCN(S(=O)(=O)N2CCCCC2)CC1	nt	-24	-5	-5	2	6	-1	6	10
O=C(Nc1cccc(C(F)(F)F)c1)/C(=C\c1ccco1)NC(=O)c1cccs1	-0.59	-28	0	nt	-5	3	-7	-1	-17
COc1ccccc1NS(=O)(=O)c1cccc(C(=O)N/N=C/c2cn(-c3ccccc3)nc2-c2ccccc2)c1	-2.5	-32	0	7	-4	0[fluorescence artefact?]	-11	-7[fluorescence artefact?]	-9
COc1ccc(-n2c(C)c(C(=O)O)c3cc(OC)c4ccccc4c32)cc1	2.2	-21	3	1	3	1	6	-6	-9
NC(=O)C1CCN(C(=O)COc2ccc3ccccc3c2)CC1	0.11	-4[20 µM]	-2	2	4	-5	-2	-5	3
CC(C)(C)NCC(O)CON=C1c2ccccc2-c2ccccc21 (stereo unspecified)	0.3	-13	-5	nt	-10	-2	nt	3	-14
Cc1nn(C)c(C)c1CNC(=O)Nc1cccc(Cl)c1C	-0.16	-22	-6	5	-6	-14	-1	4	7

As entered above:
O=C(NCCN1CCOCC1)C1CCN(S(=O)(=O)N2CCCCC2)CC1 – Thrombin inh: -5
Fc1ccc(-c2cc3nc(-c4ccccc4)cc(N4CCOCC4)n3n2)cc1 – KCC2 mod: 0.88

(cont.)
SMILES	KCC2 mod	Furin inh	Thrombin inh	Rad51 HR inh	EBV gp42 block	14-3-3 Bad PPI	KLK5 inh	eIF4E-4G inh	p47phox inh
COc1cc(O)c(/C=N/NC(=O)c2ccncc2)c(OC)c1[N+](=O)[O-]	-0.19	-10	-3	22	0	-17	-7	0	-1
COc1cc2c(C(=O)OCCN(C)C)c(CSc3ccccc3)n(C)c2cc1Br	nt	-3	16	0	-7	13	18	-4	7
CC1CCN(c2cc(=O)n(C3CCCCC3)c(=O)[nH]2)CC1	nt	-21	-8	0	-5	3[fluorescence artefact?]	7	3[fluorescence artefact?]	-16
O=C(Nc1ccc(Cc2ccncc2)cc1)c1ccc(Br)o1	-0.5	8[20 µM]	-4	10	-12	-5	2	-5	-16
C/C=C/c1ccc(OCCCCN2CCN(CC)CC2)c(OC)c1	0.36	-14	-6	3	-8	50	-4	6	2
Cc1cccnc1NC(=O)Nc1ccccc1	-0.42	-33	2	-8	-3	5	4	-13	7
COc1ccccc1-c1cc2ccccc2[nH]1	0.21	-15[20 µM]	4	1	-2	-14	-5	4	1
COc1ccc(OC)c(CCNC(=O)CC2Oc3ccccc3NC2=O)c1 (stereo unspecified)	-0.37	-10	-8	2	3	3	27	-4	-6
COc1ccc(OC)c2c(C)cc(C)nc12	-0.24	-3	-2	nt	1	-5	-10	2	1
CCc1[nH]nc2c1C1(C(=O)N(Cc3ccccc3)c3ccccc31)C(C#N)=C(N)O2 (stereo unspecified)	-0.25	-16[20 µM]	-7	-7	-22	0	13	4	-10
CCOC(=O)CSc1nc(Cc2ccccc2)nc2ccccc12	nt	-7	1	-5	9	-11	2	-1	3
COc1ccc(NC(=S)NCCc2ccccc2OC)c(OC)c1	-0.86	-18[20 µM]	-11	-6	0	-4[fluorescence artefact?]	-34	-4	0
NS(=O)(=O)c1ccc(CNC(=O)c2cc(-c3ccccn3)nc3ccc(Cl)cc23)cc1	0.11	-23	1	2	31	-15	nt	8	-50
CC(C)C(NC(=O)c1cccs1)c1nnc(SCC(=O)Nc2nccs2)n1C (stereo unspecified)	-1.1	-14[20 µM]	-3	3	-2	8[fluorescence artefact?]	0	-3[fluorescence artefact?]	-2
CC(C)(C)C(=O)OCc1nc(-c2ccc(O)c(O)c2)cs1	-0.57	-20	2	1	2	11	4	3	-10
O=C(c1cnn2c(C(F)(F)F)cc(-c3ccccc3)nc12)N1CCCc2ccccc21	-0.072	-24[20 µM]	3	nt	-17	-4	-5	9	-8
Cc1nc(NC(=O)CN2CCOCC2)sc1-c1ccccc1	nt	-20	-7	-13	5	5[fluorescence artefact?]	-17	-3[fluorescence artefact?]	-2
O=C(COC(=O)C(c1ccccc1)c1ccccc1)NCc1ccco1	-0.3	-30	-10	4	-9	-17	-6	2	-12
O=c1cc(C(F)(F)F)c2sc(N3CCCCC3)nc2[nH]1	1.1	-30	-10	2	4	-15	-134	-7	-13

Source: PubChem (several laboratories)
